# Compound activity: PubChem, several laboratories
# HSF1 activator – HSF-1 activators, primary screen, NIH3T3-HGL cells, MG132 stress, luminescence, single point. 1.7% of 300,000 active. NIH3T3-HGL HSF-1 luciferase reporter, 8 h; 100% = twice DMSO control signal. activation, % at 9 µM. AID 504408, 2011;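 active = mean replicate activation of at least 50% with a set share of replicates each reaching 50%; inconclusive = only one of those two conditions met; inactive = mean below 50% and too few replicates reaching it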;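 also: 0% = median of the neutral control wells and 100% = twice that signal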
# Platelet DG rel – inhibitors of platelet dense granule secretion, primary screen, cell-based, MLPCN, human platelets; AID 1663, 2009; inhibition, %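 (compounds screened at 7.5 µM in platelet-rich plasma)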; human platelet-rich plasma, SFLLRN dense granule ATP release, luminescence; 0.22% of 300,000 active;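 active = mean replicate score, as percent of positive control, at or above 50; inconclusive = mean below 50 but at least one replicate at or above 50; inactive = mean and every replicate below 50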
# Dyrk1A ADPGlo – rat Dyrk1A kinase inhibitors, primary screen, biochemical, single point, plate reader | Dual specificity tyrosine-phosphorylation-regulated kinase 1A (Rattus norvegicus), Q63470 | ADP-Glo luminescence, NFATc1 peptide | inhibition, % at 12.5 µM | 0.43% of 310,000 active; in the data active = inhibition above about 50%;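 also: plate controls were vehicle with enzyme for no effect and no enzyme for full effect; many of its hits are not listed in these tables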
# AI-2 QS modul – Vibrio harveyi AI-2 quorum sensing modulators, primary screen, JMH597 strain, luminescence/OD600 ratio; activity change, % at 7.5 µM; Vibrio harveyi JMH597 AI-2 luminescence/OD600 ratio, 9 h; hits give low values; strain lacks LuxN and CqsS sensors; 0 = neutral-control median; 0.4% of 300,000 active; in the data active = activity change below about -75%, passing the limit was not always enough; inconclusive = no clear call, values can overlap the other calls;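 also: luminescence divided by OD600 gain over 9 h not by final OD600 alone; inactives centre near 13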
# GSK3A inh – blockers of GSK3A enzyme activity – biochemical, luminescence, cell-free homogeneous, HTS, primary screen; Glycogen synthase kinase-3 alpha (Homo sapiens), P49840; GSK-3 alpha kinase, ADP-Glo luminescence, 60 min; inhibition, % at 10 µM; 0.1% of 320,000 active;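 in the data active = inhibition above about 50%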;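 also: GST-tagged GSK-3 alpha with peptide substrate and 25 µM ATP; 0% = DMSO neutral wells and 100% = GW8510 positive control wells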
# Target sequence (P49840 whole entry, looked up): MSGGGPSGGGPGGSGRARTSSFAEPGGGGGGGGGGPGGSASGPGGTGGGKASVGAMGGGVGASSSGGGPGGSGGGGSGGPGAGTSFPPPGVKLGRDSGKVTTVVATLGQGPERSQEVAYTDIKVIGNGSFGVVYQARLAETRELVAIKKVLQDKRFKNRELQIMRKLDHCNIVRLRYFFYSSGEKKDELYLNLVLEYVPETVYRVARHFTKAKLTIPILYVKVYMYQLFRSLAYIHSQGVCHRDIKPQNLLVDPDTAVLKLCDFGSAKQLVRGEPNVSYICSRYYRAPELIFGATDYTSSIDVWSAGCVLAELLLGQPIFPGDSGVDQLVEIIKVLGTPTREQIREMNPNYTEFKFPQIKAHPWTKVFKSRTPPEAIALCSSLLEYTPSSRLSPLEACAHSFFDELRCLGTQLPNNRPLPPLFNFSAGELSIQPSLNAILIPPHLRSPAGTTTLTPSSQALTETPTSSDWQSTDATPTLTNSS
# HSF1 inhib – HSF1 inhibitors in luciferase reporter cells, primary screen, cell-based, NIH3T3, luminescence; NIH3T3-HGL HSE-luciferase, MG132-induced, luminescence 8 h; hits give low values; activity change, negative = inhibition, % at 7.5 µM (by protocol); 0.77% of 300,000 active; AID 2098, 2009;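 active = more than half of replicate wells show activity change below -50%, luminescence cut by over half; inconclusive = some wells, but at most half, below -50%; inactive = no replicate well below -50%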;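 also: luciferase reports HSF-1 transcriptional activity via heat shock element; 0% = median of DMSO wells and -100% = zero luminescence signal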
# HDAC3 inh – HDAC3 deacetylase inhibitors, primary screen, biochemical, fluorescence, cell-free homogeneous. recombinant HDAC3, fluorogenic peptide/trypsin coupled. inhibition, % at 8.3 µM. 0.15% of 320,000 active. Histone deacetylase 3 (Homo sapiens), O15379; in the data active = inhibition above about 26%, passing the limit was not always enough; inconclusive = no clear call, values can overlap the other calls
# GSK3beta inhib – human GSK3beta kinase inhibitors, primary screen, biochemical, cell-free homogeneous, HTS. Glycogen synthase kinase-3 beta (Homo sapiens), P49841. GST-GSK3beta kinase, ADP-Glo luminescence, 60 min; hits give low values. activity score (negative = inhibition), % at 10 µM. 0.038% of 300,000 active;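 active = more than half of replicate wells score below -50%, meaning over 50% inhibition versus plate controls; inconclusive = some replicates but at most half score below -50%; inactive = no replicate scores below -50%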;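 also: 0% = median DMSO wells and -100% = median GW8510 positive control wells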
# Target sequence (P49841 whole entry, looked up): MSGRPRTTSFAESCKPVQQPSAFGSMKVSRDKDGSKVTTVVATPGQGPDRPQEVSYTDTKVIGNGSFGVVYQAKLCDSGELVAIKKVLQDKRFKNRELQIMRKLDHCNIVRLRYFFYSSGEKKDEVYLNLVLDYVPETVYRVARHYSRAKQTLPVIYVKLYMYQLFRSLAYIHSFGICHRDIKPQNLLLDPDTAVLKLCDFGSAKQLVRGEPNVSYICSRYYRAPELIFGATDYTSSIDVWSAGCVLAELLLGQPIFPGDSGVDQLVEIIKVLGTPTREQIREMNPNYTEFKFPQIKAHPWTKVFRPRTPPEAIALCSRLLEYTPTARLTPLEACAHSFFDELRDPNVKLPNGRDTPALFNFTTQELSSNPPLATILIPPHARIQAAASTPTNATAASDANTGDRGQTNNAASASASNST
#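 Test system: GST-fused GSK3beta enzyme, cell-free | Quantity: 1.6 ng GST-GSK3beta enzyme per well | Reagent: 25 µM ATP with peptide substrate | Schedule: 60 min enzyme reaction, room temperature | Signal: Luminescent ADP-Glo measurement of ADP formed | Read-out basis: Score relative to plate controls | Control set: DMSO and 20 µM GW8510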
# HSP90 refold inh – HSP90 inhibitors, primary screen, cell lysate, luminescence; inhibition, % at 5.6 µM; Rabbit reticulocyte lysate, luciferase refolding luminescence, 3 h; 0.91% of 290,000 active;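 active = inhibition above the screen-wide mean plus 3 SD, computed separately per campaign, cut at about 16% in these data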;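 also: 0% = DMSO wells and 100% = 60 µM geldanamycin wells; inhibitors lower the luminescence because luciferase stays unfolded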
# PolyA inhibitor – polyadenylation inhibitors in yeast reporter cells, primary screen, luminescence, S. cerevisiae | S. cerevisiae SKY197-pL101 polyadenylation reporter, beta-gal luminescence; efflux-impaired pdr1/pdr3 knockout yeast; score 100 = 6 SD above DMSO | calls only at 12 µM | 0.02% of 300,000 active | AID 1875, 2009;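 active = lowest replicate activity score at least 50, where 100 means six control SD above control mean; inconclusive = lowest score under 50 but half or more replicates reach 50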;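 also: yeast exposed to compound for 9 h at 30 °C; higher score means more reporter readthrough which indicates perturbed polyadenylation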
# * marks the source's active call; other numbers are inactive results; i = inactive; ? = inconclusive; . = no result given. Not all compounds are listed (hit frequency here may not be typical).
HSF1 activator	Platelet DG rel	Dyrk1A ADPGlo	AI-2 QS modul	GSK3A inh	HSF1 inhib	HDAC3 inh	GSK3beta inhib	HSP90 refold inh	PolyA inhibitor	smiles
15	7	-3	7	-2	8	13	2	-2	i	CCOc1ccc(N(CC(=O)NCc2ccc(Cl)cc2)S(=O)(=O)c2c(C)noc2C)cc1
-15	-1	-9	13	2	4	-8	-4	3	i	CC(NCCC(c1ccccc1)c1ccccc1)c1ccccc1 (stereo not drawn)
6	0	9	1	-1	-4	3	1	0	i	COc1ccccc1C(=O)NCCc1c(C)[nH]c2c(C)ccc(F)c12
2	1	-2	9	-1	-4	1	0	3	i	COc1ccc(N(CC(=O)N2CCN(c3ccc(F)cc3)CC2)S(=O)(=O)c2c(C)n[nH]c2C)cc1
21	-3	-2	17	0	8	4	2	3	i	Cc1ccc(NC(=O)CSCc2n[nH]c(=O)[nH]2)c(Br)c1
32	-3	1	36	0	7	10	2	-2	i	Cc1ccc(OCc2cc(C(=O)N(C)CCc3ccccc3)no2)cc1C
70*	4	10	12	3	34	0	-2	-3	i	O=C(O)CSc1c(-c2ccccc2)[nH]c2ccccc12
3	3	-14	9	3	-1	7	-1	10	i	N#Cc1nc(COc2ccc(F)cc2)oc1NCCN1CCOCC1
38	1	0	10	-3	6	4	-4	-1	i	O=C(Nc1ccc(OCc2ccccc2)cc1)c1cccnc1
37	-5	0	11	-1	18	-3	1	2	i	CC(CN1CCOCC1)OC(=O)c1ccccc1Cl (stereo not drawn)
-5	8	.	3	2	-2	-4	0	-4	i	CCNC(=O)c1ccccc1CCc1ccccc1
10	2	1	5	-3	-1	3	1	.	i	CN(C(=O)Cn1c(Cl)nc2c1c(=O)n(C)c(=O)n2C)C1CCS(=O)(=O)C1 (stereo not drawn)
-4	-4	4	4	-1	-4	-4	1	0	i	COc1ccc(NC(=O)CSc2ccc(-c3sc(C)nc3C)nn2)cc1
2	3	-11	1	-3	5	-6	3	-3	i	COc1ccc(-c2nc(C#N)c(N3CC(C)OC(C)C3)o2)cc1OC (stereo not drawn)
0	4	2	14	2	6	2	-4	.	.	O=C(NCC1CC1)c1onc(CSc2ccccc2)c1C(=O)NCC1CC1
-1	0	7	3	-1	-8	-14	-8	6	i	Cc1ccc(-n2c(C)nc3c(cnn3-c3ccccc3Cl)c2=O)cc1C
0	15	5	11	-4	-2	2	-13	-2	i	Cc1nnc(SCC(=O)N(C)Cc2ccccc2)[nH]c1=O
-1	0	-17	24	.	-1	-15	-2	-1	i	CC(SC(=S)N1CCOCC1)C(=O)O (stereo not drawn)
0	-12	.	26	.	9	.	-2	5	i	CC(C)Nc1nc(NC(C)C)nc(N(C#N)C(C)C(=O)N(C)C)n1 (stereo not drawn)
5	4	2	1	-3	1	-1	6	-3	i	CCOC(=O)N1CCN(C(=S)NC(=O)c2cc(Br)ccc2Cl)CC1
6	-5	8	18	-2	3	-3	2	-4	i	CCCCC(=O)Nc1ccc(NC(=O)c2ccccc2OC)cn1
4	2	-4	-4	.	1	.	0	3	i	CC(=O)Nc1ccc(C(=O)CSc2nnc(Cc3ccccc3)o2)cc1
8	-2	-1	19	-3	12	2	-4	-2	i	CC1Cc2cc(C3(O)C(=O)c4ccccc4C3=O)ccc2N1 (stereo not drawn)
-4	9	-8	20	-1	0	-5	1	1	i	CC(=O)c1ccc(S(=O)(=O)Nc2ccc(C(=O)NCC(c3ccccc3)N(C)C)cc2)cc1 (stereo not drawn)
4	7	.	8	4	-4	.	2	-1	i	O=C(Nc1ccncc1)Nc1ccccc1Cl
-41	5	8	3	-1	-25	?	0	0	i	CCOC(=O)c1ccc(N2CSC3=C(C#N)C(c4ccc(OC)cc4OC)CC(=O)N3C2)cc1 (stereo not drawn)
3	0	-8	-9	-5	2	-1	-4	1	i	O=C(NCCc1ccc2c(c1)OCCO2)c1cc(F)cc(F)c1
.	2	2	5	-1	.	0	0	-7	i	COc1cccc(CC(=O)Nc2nc(C)cs2)c1
48	-1	-1	9	-1	25	-7	2	-3	i	N#Cc1cn(-c2ccccc2)nc1-c1ccc2c(c1)OCCO2
1	-2	0	1	-5	-4	5	2	-1	i	CCCN1C(=O)SC(CC(=O)Nc2ccccc2C)C1=O (stereo not drawn)
-3	1	3	-1	0	2	-4	1	0	.	Cc1ccc(S(=O)(=O)N2CCCCC2)cc1C(=O)Nc1ccc2cn[nH]c2c1
129*	-8	6	41	-1	66	-2	2	10	i	CCc1nn(C(C)C(=O)NC(C)CCc2ccco2)c(=O)c2cc3occc3n12 (stereo not drawn)
59*	0	-5	22	.	21	.	2	-1	i	COc1cccc(CCNC(=O)C2CCC(=O)N(C3CC3)C2)c1OC (stereo not drawn)
2	-4	-3	22	4	0	-3	3	-2	i	Cc1cc(C)c(S(=O)(=O)N2CCCC(C(=O)NCc3cccnc3)C2)c(C)c1 (stereo not drawn)
-31	-4	-1	15	-2	-5	5	-2	-1	i	O=C(/C=C\c1ccco1)Nc1nc(-c2ccc3ccccc3c2)cs1
16	-5	1	9	-1	3	1	1	-4	i	Cc1ccc(OCC(=O)NC(=S)Nc2ccc(S(=O)(=O)Nc3cc(C)on3)cc2)c(Br)c1
9	0	-1	-55	-2	-6	-1	-4	8	i	CC(=O)Nc1ccc(C(=O)Nc2ccc(S(=O)(=O)N3CCCC3)cc2)cc1
-5	1	-4	19	1	-4	8	1	0	i	CCOC(=O)Nc1sc(C)c(C)c1C(=O)OCC
1	0	0	42	-2	-4	10	2	-4	i	COc1ccc(OCCN2CCN(C(=O)c3ccc(OC)c(OC)c3)CC2)cc1
21	22	-8	8	0	-1	-1	2	0	i	CCOC(=O)C1[C@H]2C(=O)N(CCCOC)C[C@]23C=C[C@H]1O3 (stereo partly drawn)
7	-5	-2	1	-3	3	0	-1	0	i	COCc1ccc(C(=O)N2CCCC(Nc3ccc(F)c(F)c3)C2)s1 (stereo not drawn)
19	-1	0	1	-5	-4	-2	-1	2	i	COc1ccccc1NC(=O)c1cccnc1
17	-2	-4	43	1	-4	84*	0	3	i	COc1ccc(C(=O)n2nc(-c3ccco3)nc2N)cc1
-3	1	.	5	1	6	2	2	-10	i	COc1ccc(C(=O)N2CCCCC2C(=O)Nc2ccc(-n3nc(C)cc3C)cc2)o1 (stereo not drawn)
-4	6	7	1	0	-1	2	5	0	i	Cc1nc(SC(C(=O)c2ccccc2)c2ccccc2)n[nH]1 (stereo not drawn)
4	0	-6	19	-2	-2	-1	-1	-4	i	O=C(O)Cn1nnc(-c2ccc(OCc3ccccc3Cl)cc2)n1
34	9	-5	17	4	18	2	4	-4	i	Cc1n[nH]c(=S)n1/N=C/c1ccc(OCc2ccc(Cl)cc2Cl)cc1
1	-1	-4	4	-4	-7	-3	2	-1	i	CCOC(=O)c1c(N2C(=O)C3C4C=CC(C4)C3C2=O)sc2c1CCC(C)C2 (stereo not drawn)
3	-16	3	-18	-17	6	-2	2	-1	i	CCc1nn(C(C)C(=O)N2CCN(c3ccccc3)CC2)c(=O)c2cc3occc3n12 (stereo not drawn)
-2	-3	.	12	-2	-3	2	1	0	i	COc1ccccc1NS(=O)(=O)c1ccc(O)c(C(=O)OCC(=O)c2ccc(Cl)cc2Cl)c1

# New compounds follow.
HSF1 activator	Platelet DG rel	Dyrk1A ADPGlo	AI-2 QS modul	GSK3A inh	HSF1 inhib	HDAC3 inh	GSK3beta inhib	HSP90 refold inh	PolyA inhibitor	smiles
-1	-1	-3	29	-7	-1	-1	0	2	i	CCCCNC(=O)Nc1cc(C(=O)OC)ccc1Cl
-11	13	-3	19	-1	-5	-6	-2	-1	i	O=C(c1cccc(Cl)c1)N1CCN(C(=O)c2ccco2)CC1
12	0	0	21	-1	16	8	1	2	i	Cc1cccc(N(C(=O)c2snc(C(N)=O)c2N)C(C(=O)NC2CCCC2)c2ccncc2)c1 (stereo not drawn)
9	-4	0	1	11	8	2	-20	2	i	COc1cc(C(C)=O)ccc1OCC(O)Cn1nc(C)c(Br)c1C (stereo not drawn)
-22	0	-4	7	-2	-7	-1	-1	13	.	COc1ccc(/C=N/NC(=O)c2cc(C)n(-c3ccccc3)c2C)cc1OC
20	0	2	39	-3	11	9	1	3	i	Cc1nc2ccccc2c(=O)n1NC(=O)c1ccc([N+](=O)[O-])cc1Cl
-8	24	-4	16	-2	-3	3	3	-2	i	CC1(C)C(=O)C2(CCCC2)C(=O)OC1c1ccco1 (stereo not drawn)
5	-17	3	8	.	-1	.	-1	-3	i	CCCN(CCC)S(=O)(=O)c1ccc(C(=O)OCCN2C(=O)c3cccc4c(N5CCOCC5)ccc(c34)C2=O)cc1
23	1	-1	13	2	-3	-7	-1	3	i	O=C1/C(=C/c2ccc(F)cc2)SC(=S)N1Nc1ncc(C(F)(F)F)cc1Cl
1	7	-3	7	-4	1	-5	0	-2	i	O=C(C1CCC(=O)N1Cc1cccs1)N1CCOCC1 (stereo not drawn)
-6	-12	-2	23	0	0	11	-2	5	i	CC(C)c1ccc2[nH]c(O)c(N=NC(=S)NCCc3ccccc3)c2c1
2	1	.	6	-1	0	0	1	-3	i	CN=C1SC(C(=O)Nc2ccccc2Cl)CC(=O)N1c1ccc(OC(F)(F)Cl)cc1 (stereo not drawn)
3	2	8	11	8	-4	1	-5	-2	i	O=C(CNC(=O)c1ccccc1Br)N/N=C/c1ccc(O)cc1
25	3	5	7	2	15	-10	0	-3	i	N#Cc1c(NC(=O)c2ccco2)sc2c1CCC2
-13	-9	.	16	-2	-4	8	-2	1	i	COc1cc(/C=C\C(=O)Nc2cc(=O)n(C)c(=O)n2C)cc(OC)c1OC
46	2	-4	8	1	15	-6	3	3	i	CCSc1ncnc2c1oc1ccccc12
-5	-5	0	17	0	-7	-16	0	8	i	O=C(CCc1ccccc1)NNC(=O)c1ccc(Br)cc1

# Some entries already given with just HDAC3 inh.
canonical_smiles,HDAC3 inh
COc1cc(/C=C\C(=O)Nc2cc(=O)n(C)c(=O)n2C)cc(OC)c1OC,8
CCSc1ncnc2c1oc1ccccc12,-6
